UTI89 phage lysis: protection from phage-mediated lysis, alamar blue read-out – E. coli UTI89, K1F phage, bacterial capsule biogenesis inhibitors (AID 488966); E. coli UTI89 K1F phage lysis, alamar blue, 2 h; higher % means a stronger effect; inhibition, % at 100 µM; hits with a dose series show IC50 in µM; 0.02% of 340,000 active;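 active = phage lysis inhibition, versus mean bacterial control, above a set limit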;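 also: capsule biogenesis inhibitors block K1F phage lysis so surviving cells raise fluorescence; higher fluorescence means more inhibition of phage lysis; actives were called in the ten point dose series up to 300 µM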
RSV antiviral HEp-2: RSV antiviral activity via CPE protection, HEp-2 cells, primary 10 µM value included (AID 2391); one-dose CPE inhibition, % at 10 µM; IC50 in µM for titrated hits; 0.13% of 310,000 active; HEp-2 cells, RSV-induced CPE inhibition; higher % means a stronger effect; in the data active = a potency from the dose series; also: strong numbers were not always called active
Siah-1 displacement: Siah-1 peptide-binding antagonists, primary screen, biochemical, fluorescence polarization, rhodamine-plectin, uHTS (AID 1817) | 0.02% of 290,000 active | one-dose displacement, % at 20 µM; IC50 in µM for titrated hits | Siah-1 / rhodamine-plectin peptide fluorescence polarization; higher % means a stronger effect;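 active = displacement of at least 50% at 20 µM, with a fluorescence ratio check between 0.3 and a set limit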;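 also: plate controls were Siah plus tracer with DMSO for no effect and tracer alone without Siah for full effect; strong numbers were not always called active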
Large T inhibition: TAg ATPase/helicase activity blockers – biochemical (AID 1903); inhibition, % at 20 µM, or IC50 in µM where a hit was titrated; 0.39% of 310,000 active; SV40 large T antigen ATPase/helicase inhibition assay; higher % means a stronger effect; in the data active = a potency from the dose series; also: strong numbers were not always called active
Dengue-2 NS5 capping: Dengue-2 NS5 methyltransferase inhibitors, primary screen, biochemical, confirmation dose response (AID 588689); inhibition, % at 25 µM; hits with a dose series show IC50 in µM; Dengue-2 NS5 methyltransferase capping enzyme assay, biochemical; higher % means a stronger effect; 0.3% of 340,000 active; in the data active = a potency from the dose series
MgcRacGAP inhibition: MgcRacGAP GTPase-activating activity inhibitors, confirmation, biochemical, ADP Hunter fluorescence; MgcRacGAP-stimulated Rac1 GTP hydrolysis, ADP Hunter fluorescence; higher % means a stronger effect; GST-tagged Rac1 F28L mutant substrate; inhibition, % at 30 µM, or IC50 in µM where a hit was titrated; 0.6% of 340,000 active; AID 624330;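 active = first-screen hits whose inhibition reached a set limit at any dose in the follow-up dose series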;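 also: fluorescence reports GDP produced by GAP-driven GTP hydrolysis; strong numbers were not always called active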
West Nile virus CPE: inhibition of WNV-induced cytopathic effect – cell-based, CPE readout (AID 1621); West Nile virus-infected cells, CPE inhibition; higher % means a stronger effect; CPE inhibition, % at 10 µM; hits with a dose series show IC50 in µM; 0.02% of 290,000 active; in the data active = a potency from the dose series; also: strong numbers were not always called active
AID2073: disruptors of CaV2.2 binding to Mint1 – biochemical, HTRF (AID 2073); inhibition, % at 20 µM, or IC50 in µM where a hit was titrated; HTRF protein-protein interaction, Mint1-CaV2.2; higher % means a stronger effect; 0.19% of 290,000 active; in the data active = inhibition mostly above about 51%, no sharp cut-off; also: some results filed as inactive read as strong as hits
NTR1 agonist: NTR1-driven beta-arrestin-GFP spot formation – imaging, U2OS cells, high content, primary screen (AID 493036); P30989; agonist mode; activation, % at 20 µM; 0.17% of 330,000 active;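 active = activation at or above 40% of the spot to cytoplasm intensity ratio, with at least 20 cells analyzed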;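 also: 0% = DMSO without peptide and 100% = 100 nM NTR1 peptide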
Target sequence (P30989 whole entry, looked up): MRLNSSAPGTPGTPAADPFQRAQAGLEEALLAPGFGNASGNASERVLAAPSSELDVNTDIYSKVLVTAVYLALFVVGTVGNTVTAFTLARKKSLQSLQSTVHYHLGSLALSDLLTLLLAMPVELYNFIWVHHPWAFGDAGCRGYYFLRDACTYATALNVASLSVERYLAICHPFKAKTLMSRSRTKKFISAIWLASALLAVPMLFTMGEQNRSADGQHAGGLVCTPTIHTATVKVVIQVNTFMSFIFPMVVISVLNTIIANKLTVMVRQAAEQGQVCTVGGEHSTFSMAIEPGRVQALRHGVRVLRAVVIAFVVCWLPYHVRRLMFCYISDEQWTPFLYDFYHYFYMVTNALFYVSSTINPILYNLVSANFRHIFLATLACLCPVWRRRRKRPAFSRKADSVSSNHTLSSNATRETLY
NTR1 agonist cell count 20 µM: recorded beside NTR1 agonist, whose call it bears; cell count; measured here: cell count, cytotoxicity flag
Dengue-2 NS5 capping pilot replicate: second read-out of Dengue-2 NS5 capping, no call of its own (marks repeat the call); inhibition, %; measured here: pilot screen replicate inhibition
* = called active by the depositor; / = no result given; & = joins results of further samples; [ ] = dose if it differs, or a comment.

The first 4 compounds, ahead of the listing:
SMILES	UTI89 phage lysis	RSV antiviral HEp-2	Siah-1 displacement	Large T inhibition	Dengue-2 NS5 capping	MgcRacGAP inhibition	West Nile virus CPE	AID2073	NTR1 agonist	NTR1 agonist cell count 20 µM	others
CC(=O)N1N=C(c2ccc([N+](=O)[O-])cc2)CC1c1ccccc1Cl (stereo not drawn)	-0.1%	8.4%	-2%	8%	-1%	8%	-1.0%	6%	2.4	59	Dengue-2 NS5 capping pilot replicate=-3.6
COc1ccc(F)cc1C(=O)C1CCCN(C(=O)CCN2CCCCO2)C1 (stereo not drawn)	0.1%	-0.1%	-1%	6%	1%	9%	-0.2%	0%	-0.2	50
CCOc1ccc(NS(=O)(=O)c2ccc(C(=O)N3CC(C)OC(C)C3)cc2)cc1 (stereo not drawn)	0.0%[50 µM]	1.0%	/	/	-6%	-1%	/	/	2.2	90
CC(=O)c1ccc(N2CCN(C(=O)c3ccc(Cn4c(=S)[nH]c5ccc(N6CCOCC6)cc5c4=O)cc3)CC2)cc1	0.3%	0.5%	-2%	8%	-7%	7%	-1.5%	30%	0.7	62

All compounds of this part (from the top)
SMILES	UTI89 phage lysis	RSV antiviral HEp-2	Siah-1 displacement	Large T inhibition	Dengue-2 NS5 capping	MgcRacGAP inhibition	West Nile virus CPE	AID2073	NTR1 agonist	NTR1 agonist cell count 20 µM	others
CC(=O)N1N=C(c2ccc([N+](=O)[O-])cc2)CC1c1ccccc1Cl (stereo not drawn)	-0.1%	8.4%	-2%	8%	-1%	8%	-1.0%	6%	2.4	59	Dengue-2 NS5 capping pilot replicate=-3.6
COc1ccc(F)cc1C(=O)C1CCCN(C(=O)CCN2CCCCO2)C1 (stereo not drawn)	0.1%	-0.1%	-1%	6%	1%	9%	-0.2%	0%	-0.2	50
CCOc1ccc(NS(=O)(=O)c2ccc(C(=O)N3CC(C)OC(C)C3)cc2)cc1 (stereo not drawn)	0.0%[50 µM]	1.0%	/	/	-6%	-1%	/	/	2.2	90
CC(=O)c1ccc(N2CCN(C(=O)c3ccc(Cn4c(=S)[nH]c5ccc(N6CCOCC6)cc5c4=O)cc3)CC2)cc1	0.3%	0.5%	-2%	8%	-7%	7%	-1.5%	30%	0.7	62
CCN(CC(=O)Nc1ccccc1C(F)(F)F)C(=O)C1CCC1	1.3%[50 µM]	-0.8%	/	31%	-10%	10%	/	/	0.1	61
Cc1nc2ccccc2nc1OCC(=O)Nc1ccccc1	0.8%	-1.1%	12%	3%	-10%	9%	-0.4%	26%	-0.2	71
NC(=O)NNC(=S)Nc1cccc2ccccc12	0.0%	-0.4%	2%	3%	5%	3%	-0.1%	5%	0.6	61
O=C(Nc1ccccc1)O/N=C1/CCCc2occc21	0.7%	1.5%	-2%	12%	-8%	7%	0.3%	-9%	-0.4	43
CCc1ccc2nc(NC(=O)Cn3cnc4ccccc4c3=O)sc2c1	0.1%	2.9%	-5%	7%	6%	10%	-0.8%	14%	0.3	71
Cc1cc(C(F)(F)F)nc(NCc2ccc(F)cc2)n1	0.3%	1.0%	0%	-6%	-7%	4%	0.5%	-3%	0.2	83
Cc1cc(C)nc(-n2nc(C)c(Sc3ccc(F)cc3)c2N)n1	0.1%	-2.3%	0%	2%	-4%	6%	-0.7%	0%	/	/
Cc1ccccc1-n1c(SCC(=O)N2CCOCC2)nc(O)cc1=O	1.2%	1.7%	3%	-5%	-6%	3%	1.7%	7%	2.0	56
Cc1ccc(NC(=O)CN(C)Cc2ccc(F)cc2)c([N+](=O)[O-])c1	0.4%[50 µM]	16%	-1%	12%	1%	7%	-1.0%	-4%	6.7	62
C=CCOc1ccc(/C=C2/C(=N)N3N=C(CC(=O)N4CCCC4)SC3=NC2=O)cc1OC	0.1%	1.1%	-2%	11%	3%	12%	1.9%	11%	-1.2	68
CCCCN(C)CCCN1C(=O)C2C(C(=O)Nc3cccc(OC)c3)C3C=CC2(O3)C1C(=O)NC1CCCCC1C (stereo not drawn)	0.2%	-0.2%	1%	9%	-7%	3%	0.1%	17%	-0.8	28
O=C(CCCC(=O)N(c1ccc(F)cc1)C(C(=O)NC1CCCC1)c1ccc(O)cc1)Nc1ccccn1 (stereo not drawn)	0.2%	3.4%	7%	9%	-2%	3%	0.2%	-1%	0.4	38
O=S(=O)(Nc1ccc2c(c1)nc1n2CCN(Cc2ccccc2)C1)c1ccccc1	-0.5%	0.6%	-6%	6%	-7%	-3%	-0.4%	48%	8.8	83
Cc1ccccc1CN1C(=O)[C@@H]2Cc3c([nH]c4ccccc34)C(C)(C)N2C1=O	-0.6%	21%	/	9%	-8%	10%	0.2%	/	17	87
O=C(COC(=O)CCc1ccccc1)NCc1ccccc1	0.3%[50 µM]	0.5%	/	/	-1%	4%	/	/	0.1	60
CC(=O)NCCn1c(SCc2ccccc2C)nc2ccccc2c1=O	-0.3%	5.3%	0%	10%	-6%	11%	0.4%	-2%	1.4	72	Dengue-2 NS5 capping pilot replicate=1.5
N/C(=N\OC(=O)c1ccccc1Br)c1cccc([N+](=O)[O-])c1	0.1%	2.0%	0%	12%	-1%	/	-0.5%	11%	6.6	84
CCc1ccc(/C=C2\SC(=S)N(CCCC(=O)Nc3ccc(C(=O)O)cc3)C2=O)cc1	-0.2%	0.8%	5%	10%	18%	8%	-0.6%	17%	1.9	46
Cc1ccc(S(=O)(=O)NCCC(=O)NCc2ccccc2)cc1	5.0%	1.4%	4%	6%	-4%	7%	0.2%	-2%	-1.5	65
CCOc1ccc2nc(NC(=O)CN3CCN(C)CC3)sc2c1	6.3%	-0.9%	0%	5%	-6%	2%	0.0%	-24%	0.3	58
C=CCC(C(=O)Oc1c(C(C)(C)C)cc(C)cc1C(C)(C)C)c1ccccc1 (stereo not drawn)	1.3%	-0.9%	/	/	-4%	8%	/	/	1.4	56
COC(=O)c1sc2nc(-c3ccccc3)nc(N3CCN(C)CC3)c2c1C	2.6%	/	-4%	21%	2%	6%	1.2%	10%	/	/
CSc1sc(C(=O)Nc2ccc(F)cc2F)c2c1C=CCC2	/	5.0%	4%	13%	/	/	0.1%	-7%	2.4	49
O=C(CN1CCNCC1)Nc1ccc(Oc2ccccc2)cc1	0.8%	-1.7%	3%	3%	-4%	5%	0.2%	12%	-1.7	63
CCOc1ccc(C(=O)N(CC)CC(=O)Nc2ccc3c(c2)OCCO3)cc1OCC	-0.1%[50 µM]	0.9%	/	/	-2%	2%	/	/	-1.4	80
O=C(NCCCN1CCCC1=O)c1cc(-c2ccc3c(c2)OCO3)nc2ccccc12	0.1%	0.6%	0%	13%	-4%	6%	-0.1%	12%	0.0	49
CC(=O)Nc1ccc(S(=O)(=O)Nc2cccn(Cc3ccc(C)cc3)c2=O)cc1	-0.5%	1.2%	28%	26%	3%	11%	-1.5%	2%	-1.2	52
COc1ccc(S(=O)(=O)N2CCN(Cc3cc(=O)n4ccccc4n3)CC2)cc1	0.2%[50 µM]	-0.6%	/	/	4%	3%	/	/	3.7	75
CC1=CC(C)(C)NC(=S)N1c1ccccc1C	0.1%&0.4%	7.9%	-3%	4%	2%&-2%	-11%&5%	0.5%	-10%	0.5	62
OCC#CCSc1nnc(-c2cccc3ccccc23)o1	-2.2%	/	/	/	-7%	5%	/	/	0.0	51
CN(C)C(=O)/C(=C/c1ccc(-c2cccc([N+](=O)[O-])c2)o1)NC(=O)c1ccccc1	0.1%	4.6%	0%	3%	-7%	8%	-0.2%	9%	3.1	57
Cc1ccc(-c2ccc(=O)n(CCC(=O)NCCN3CCCCC3C)n2)cc1 (stereo not drawn)	-0.1%	0.6%	1%	0%	-2%	12%	-0.1%	-7%	0.3	40
CC(=O)c1ccc(-c2ccc(/C=C(/Sc3n[nH]c(C)n3)C(=O)O)o2)cc1	2.0%[50 µM]	5.3%	6%	5%	5%	11%	1.5%	6%	0.0	44
C[C@H]1CCC[C@@]2(O[C@@H](CCO)C[C@@H](O)[C@@H]2O)O1	1.2%	-0.6%	-7%	15%	-4%	12%	0.7%	23%	-0.8	87
COc1ccccc1NC(=O)CN(Cc1ccco1)C(=O)c1ccc(N2CCCC2=O)cc1	-1.9%	/	/	/	-5%	1%	/	/	0.8	58
CCN(C[C@H]1N[C@@](C)(C(=O)OC)[C@H]2C(=O)N(Cc3ccccc3)C(=O)[C@@H]12)S(=O)(=O)c1ccc(F)cc1	0.0%	/	/	/	-9%	3%	/	/	-0.1	60	Dengue-2 NS5 capping pilot replicate=-4.8
Cc1nc(NCCNC(=O)c2ccco2)c2c(C)c(C)sc2n1	3.3%	7.4%	-5%	17%	-3%	6%	0.1%	-3%	-1.2	52
COc1ccccc1-n1c(N)cc(=O)nc1SCC(=O)Nc1cc(C)on1	0.5%	0.8%	-2%	0%	-1%	3%	0.4%	-3%	3.0	37
CC(=O)c1ccc(OCC(O)CN2CCC(C)CC2)cc1 (stereo not drawn)	-3.1%	0.5%	-2%	-4%	-5%	3%	-0.5%	-11%	1.5	68
COc1ccc(NC(=O)N2CCCC(C(=O)NCc3ccccc3F)C2)cc1 (stereo not drawn)	0.3%	-0.2%	-4%	1%	0%	-4%	-0.9%	-1%	0.8	41
CC1CCCC(NC(=O)COC(=O)c2cccs2)C1C (stereo not drawn)	0.2%[50 µM]	1.0%	/	/	4%	5%	/	/	-0.9	93
CCOC(=O)c1cccc(NC(=O)CSc2nnc(C3CCCCC3)n2C)c1	0.0%	1.8%	6%	3%	-1%	9%	-1.1%	-6%	1.1	95
Cc1ccc(NC2CCCN(C(=O)CCN3CCOCC3)C2)cc1C (stereo not drawn)	1.0%[50 µM]	1.4%	-5%	21%	0%	10%	-0.3%	-20%	0.1	56
CCOC(=O)C1=C(C)NC(=O)NC1c1ccc(OC(=O)c2ccco2)cc1 (stereo not drawn)	0.1%	1.2%	8%	7%	0%	8%	0.3%	9%	-0.6	52
Cc1ccc(OCc2ccc(Br)cc2)c([N+](=O)[O-])n1	/	56%	-3%	28%	/	/	-0.5%	4%	3.0	37
Cc1ccc(S(=O)(=O)/N=C(/NC(=S)Nc2ccccc2)c2ccccc2)cc1	2.3%	8.9%	-3%	10%	0%	11%	1.0%	-22%	1.2	60
CCC1(C)Cc2c(sc3[nH]c(=S)[nH]c(=S)c23)CO1 (stereo not drawn)	0.3%	2.6%	1%	7%	-5%	13%	1.2%	-14%	1.0	70
O=C(CC1S/C(=N/N=C/c2ccco2)NC1=O)Nc1ccccc1 (stereo not drawn)	2.0%	2.2%	11%	17%	-5%	8%	-0.4%	0%	6.5	52
Cc1ccc(-c2nnn(CC(=O)N3CCCc4ccccc43)n2)cc1	-0.1%	2.3%	0%	2%	7%	-5%	-1.4%	-4%	0.9	83
Nc1ccccc1N=Cc1ccc(-c2cccc(Cl)c2)o1	-2.7%	0.7%	-2%	17%	9%	6%	-1.3%	-1%	9.1	45
CCC(C)(C)NC(=O)c1ccc(S(=O)(=O)N2CCCCCC2)cc1	2.8%	3.2%	8%	19%	0%	-4%	-0.4%	5%	1.0	64
Cc1[nH]c2ccccc2c1SCc1n[nH]c(=S)n1C	0.1%	0.3%	0%	13%	-13%	-5%	-0.1%	-11%	0.7	45
O=C(CN1CCOCC1)N1CCCc2ccccc21	0.0%	-0.4%	-2%	13%	-3%	8%	0.4%	-7%	0.4	66

High-throughput results as filed in PubChem.
